Screens from PubChem BioAssay.
V1aR counter – V1a receptor agonism, counter-screen for OXTR agonists | CHO-V1R cells, Fluo-8 calcium fluorescence, agonist mode; 0% DMSO, 100% 3 nM vasopressin | activation, % at 3 µM | 320,000 tested, 0.25% active | AID 2797;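 active means activation above the mean activation of all tested compounds plus 3 SD, per screening run, cut at about 20% in these data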;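 further: signal is peak over basal fluorescence ratio across a 100 second FLIPR read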
M1 PAM – positive allosteric modulators of human M1 muscarinic receptor; CHO-K1 hM1, Fluo-8 calcium fluorescence, ACh EC20; 0% = ACh EC20, 100% = maximal ACh; 360,000 tested, 0.088% active; AID 588819; activation, % at 3 µM; in the data active means activation above about 19%, passing the limit was not always enough
Target sequence (P11229 whole entry, looked up): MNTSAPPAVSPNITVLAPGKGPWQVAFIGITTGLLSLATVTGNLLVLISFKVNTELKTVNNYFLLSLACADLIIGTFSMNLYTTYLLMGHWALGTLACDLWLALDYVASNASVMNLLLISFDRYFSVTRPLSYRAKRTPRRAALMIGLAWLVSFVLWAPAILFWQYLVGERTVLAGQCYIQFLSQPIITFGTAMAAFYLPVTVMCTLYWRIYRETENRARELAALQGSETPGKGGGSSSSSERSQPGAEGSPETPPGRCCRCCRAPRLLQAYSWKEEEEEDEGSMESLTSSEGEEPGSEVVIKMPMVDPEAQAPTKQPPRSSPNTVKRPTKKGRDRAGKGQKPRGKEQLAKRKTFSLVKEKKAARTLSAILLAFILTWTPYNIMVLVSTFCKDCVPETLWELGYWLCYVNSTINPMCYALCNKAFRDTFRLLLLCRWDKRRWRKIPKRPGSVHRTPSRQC
TAAR1 antagonist – antagonists of human TAAR1 | 360,000 tested, 1.5% active | CHO RD-HGA16 TAAR1, Fluo-8 calcium fluorescence, antagonist | inhibition, % at 3 µM | Q96RJ0;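 active means inhibition above a per-plate cutoff, the mean inhibition of test compounds on that plate plus 3 SD, cut at about 49% in these data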;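 further: 0% = DMSO plus EC80 beta-PEA response and 100% = DMSO alone without agonist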
Target sequence (Q96RJ0 whole entry, looked up): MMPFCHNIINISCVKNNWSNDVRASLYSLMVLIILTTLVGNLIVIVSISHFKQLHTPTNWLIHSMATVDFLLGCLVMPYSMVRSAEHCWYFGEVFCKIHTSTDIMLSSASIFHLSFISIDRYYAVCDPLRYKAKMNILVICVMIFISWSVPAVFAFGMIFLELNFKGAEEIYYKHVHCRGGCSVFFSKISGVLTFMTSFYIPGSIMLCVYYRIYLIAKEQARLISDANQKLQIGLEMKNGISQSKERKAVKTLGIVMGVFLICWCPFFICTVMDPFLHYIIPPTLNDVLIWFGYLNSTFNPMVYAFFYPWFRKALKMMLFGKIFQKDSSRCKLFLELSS
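Test system: hTAAR1-expressing CHO RD-HGA16 cells, Gα16-coupled; Probe or stimulus: EC80 β-phenethylamine stimulus; Compound dosing: single nominal final test compound concentration of 3 µM; Timing: 140 s kinetic read after compound, 140 s after agonist; Signal: Fluo-8 calcium-sensitive fluorescence; Measure: % inhibition of agonist calcium response; Controls: DMSO and EC80 PEA controls.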
OXTR potentiator – human OXTR potentiation; P30559; CHO-OTR cells, Fluo-8 calcium fluorescence, potentiator mode; 0% = oxytocin EC15, 100% = EC100; activation, % at 3 µM; 320,000 tested, 0.061% active; AID 2445;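 active means activation above that plate's cutoff, the mean activation of tested compounds plus 3 SD, cut at about 6.6% in these data, passing the limit was not always enough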;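 further: 100% uses oxytocin at 75 nM as the full agonist control; some results filed as inactive read as strong as hits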
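Material: human OTR in CHO cells. Compound: 3.0 µM, one dose. Timing: compound 6 min at room temperature before oxytocin, 100 s read. Evaluation: % activation of max/min ratio relative to oxytocin controls. Replication: single well per compound, singlicate. Signal: Fluo-8 calcium dye fluorescence.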
CHO parental Ca – counter-screen for OX1R antagonists: effect in parental CHO cells | inhibition, % at 5.6 µM | parental CHO-K1, ATP-induced calcium, Fluo-8 fluorescence | AID 463079 | 330,000 tested, 0.63% active;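 active means inhibition above that plate's mean sample inhibition plus 3 SD, cut at about 26% in these data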;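 further: 0% = ATP-challenged DMSO wells and 100% = DMSO wells without ATP; some compounds past the cut are filed as inactive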
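Material – parental CHO cells · Reagent – ATP stimulus · Compound – single nominal dose of 5.6 µM per compound · Detection – Fluo-8 fluorescence · Read-out basis – percent inhibition of calcium signal · Controls – ATP-challenged DMSO wells low, unchallenged DMSO wells high · Repeats – no replicates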
CHRM1 antagonist – antagonists of human M1 muscarinic receptor | P11229 | inhibition, % at 3 µM | 360,000 tested, 1.3% active | CHO-K1 hM1, Fluo-8 calcium fluorescence, ACh EC80 antagonist;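 active means percent inhibition above its own plate's cutoff, namely the mean of that plate's compound wells plus 3 SD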;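 further: peak over basal fluorescence ratio during 140 s after agonist addition; 0% = ACh EC80 plus DMSO and 100% = DMSO alone without agonist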
OXTR agonist – activates the human oxytocin receptor. P30559. CHO-OTR cells, Fluo-8 calcium fluorescence; normalized: DMSO 0%, oxytocin 100%. activation, % at 3 µM. 320,000 tested, 0.32% active. AID 2435;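 active means activation above the mean of all tested compounds plus 3 SD, cutoff set per screening run, cut at about 20% in these data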;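 further: peak over basal fluorescence ratio from a 100 s FLIPR kinetic read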
CHRM1 agonist – activates human CHRM1 receptor. P11229. CHO-K1 hM1, Fluo-8 calcium fluorescence, agonist mode; 0% DMSO, 100% acetylcholine EC100. activation, % at 3 µM. 360,000 tested, 0.33% active;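 active means activation above the run's mean compound activation plus 3 SD, cut at about 16% in these data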;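 further: peak over basal fluorescence ratio within a 140 s kinetic read after compound addition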
TAAR1 ag – human TAAR1 agonism; Q96RJ0; CHO RD-HGA16 TAAR1, Fluo-8 calcium fluorescence; vehicle wells 0%, saturating PEA agonist 100%; activation, % at 3 µM; 360,000 tested, 0.99% active; AID 624467;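 active means activation above the mean activation of all test compounds in the run plus 3 SD, cut at about 38% in these data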
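Repeats: no replicates (n 1) | Material: CHO-derived RD-HGA16 cells with stable Gα16 and human TAAR1 | Technique: Kinetic Fluo-8 calcium fluorescence | Schedule: 17-24 h seeding, 75 min 37 °C dye, 30 min RT | Evaluation: % activation from peak over basal fluorescence ratio, DMSO-to-PEA scaled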
* hit, by the source's call. This is a random part of the collection. Share with any hit: about 3.7%.

For CCN(C(=O)CSc1nnc(COc2ccccc2F)n1N)c1c(N)n(Cc2ccccc2)c(=O)[nH]c1=O the results were M1 PAM 13, TAAR1 antagonist -15, CHRM1 antagonist -10, CHRM1 agonist -1 and TAAR1 ag 2.
For Cc1ccc2nc(SC(C)C(=O)N3CCCCC3)[nH]c2c1 (stereo not drawn) the results were V1aR counter -0.4, M1 PAM 12, TAAR1 antagonist -23, OXTR potentiator -4, CHO parental Ca -15, CHRM1 antagonist -11, OXTR agonist -1.6, CHRM1 agonist -3 and TAAR1 ag 0.
`Cc1cc(C)n(C2CCCCC2OC(=O)c2ccccc2)n1` (stereo not drawn) gave V1aR counter -1.2, M1 PAM -3, TAAR1 antagonist -9, OXTR potentiator -2, CHO parental Ca -14, CHRM1 antagonist -11, OXTR agonist -1.2, CHRM1 agonist -5 and TAAR1 ag 5.
For O=C(/C=C/c1ccc(Br)cc1)NC(=O)c1ccccc1O the results were V1aR counter 15, M1 PAM -4, TAAR1 antagonist -8, OXTR potentiator -30, CHO parental Ca 8, CHRM1 antagonist -2, OXTR agonist 16, CHRM1 agonist 1 and TAAR1 ag 9.
For Cc1cccc(OCC(=O)Nc2ccc(NC(=O)c3ccco3)c(C)c2)c1 the results were V1aR counter 2.7, M1 PAM 0, TAAR1 antagonist -27, OXTR potentiator -17, CHO parental Ca -26, CHRM1 antagonist 0, OXTR agonist 1.6, CHRM1 agonist 4 and TAAR1 ag 1.
For O=C(O)c1nccnc1C(=O)Nc1ccccc1N1CCOCC1 the results were V1aR counter -0.4, M1 PAM 5, TAAR1 antagonist -8, OXTR potentiator -2, CHO parental Ca 0, CHRM1 antagonist -14, OXTR agonist 0.4, CHRM1 agonist -2 and TAAR1 ag 2.
For O=S(=O)(NCc1csc(-c2cccnc2)n1)c1ccc(Cl)s1 the results were V1aR counter 2.1, M1 PAM -5, TAAR1 antagonist -6, OXTR potentiator -5, CHO parental Ca -13, CHRM1 antagonist -5, OXTR agonist 2.6, CHRM1 agonist -4 and TAAR1 ag 1.
Cc1ccccc1C(=O)NC1CCN(CC(=O)Nc2c(C)cccc2C)CC1 was read as V1aR counter 2.6, M1 PAM 7, TAAR1 antagonist -1, OXTR potentiator -4, CHO parental Ca -8, CHRM1 antagonist -10, OXTR agonist 2.0, CHRM1 agonist -2 and TAAR1 ag 0.
For COCCCN1C(=O)C(=O)/C(=C(/O)c2ccc(OCC(C)C)cc2)C1c1cccnc1 (stereo not drawn) the results were V1aR counter 0.8, M1 PAM 3, TAAR1 antagonist 5, OXTR potentiator 1, CHO parental Ca -3, CHRM1 antagonist 0, OXTR agonist 0.1, CHRM1 agonist -2 and TAAR1 ag 3.
`O=C(NCCS(=O)(=O)c1ccc(Br)cc1)c1ccc(F)cc1` gave V1aR counter -0.8, M1 PAM -2, TAAR1 antagonist -2, OXTR potentiator -7, CHO parental Ca -5, CHRM1 antagonist 4, OXTR agonist -1.2, CHRM1 agonist -2 and TAAR1 ag 0.
For Cc1ccc(Br)cc1S(=O)(=O)Nc1cccnc1 the results were M1 PAM 15, TAAR1 antagonist 5, CHRM1 antagonist -12, CHRM1 agonist 1 and TAAR1 ag -1.
Screening CCN(CC(=O)Nc1c(F)cccc1F)C(=O)c1nc2nc(C)cc(C)n2n1 returned M1 PAM 1, TAAR1 antagonist -14, CHRM1 antagonist 0, CHRM1 agonist -3 and TAAR1 ag 3.

Overlap with the part before: two compounds, then new ones.
For Cc1ccc(Br)cc1S(=O)(=O)Nc1cccnc1 the results were M1 PAM 15, TAAR1 antagonist 5, CHRM1 antagonist -12, CHRM1 agonist 1 and TAAR1 ag -1.
Screening CCN(CC(=O)Nc1c(F)cccc1F)C(=O)c1nc2nc(C)cc(C)n2n1 returned M1 PAM 1, TAAR1 antagonist -14, CHRM1 antagonist 0, CHRM1 agonist -3 and TAAR1 ag 3.
Cc1ccc(CN2CCN(CCCn3cnc4c(OCc5ccccc5)ncnc43)CC2)cc1 was read as M1 PAM -26, TAAR1 antagonist 11, CHRM1 antagonist 47*, CHRM1 agonist -8 and TAAR1 ag 2.
`CCN1CCN(c2oc(-c3ccccc3)nc2S(=O)(=O)c2ccc(C)cc2)CC1` gave M1 PAM -1, TAAR1 antagonist -12, CHRM1 antagonist 7, CHRM1 agonist -3 and TAAR1 ag 1.
Screening COc1ccc(-c2nn(-c3ccccc3)cc2C(=O)NC(=S)NNC(=O)c2ccncc2)cc1 returned V1aR counter 6.4, M1 PAM -5, TAAR1 antagonist 56*, OXTR potentiator -25, CHO parental Ca -1, CHRM1 antagonist 16, OXTR agonist 13, CHRM1 agonist 5 and TAAR1 ag 101*.
`Cc1cc(C)n(-c2nc(SCC(=O)Nc3nccs3)c3c4c(sc3n2)COC(C)(C)C4)n1` gave V1aR counter -1.2, M1 PAM -2, TAAR1 antagonist 4, OXTR potentiator -4, CHO parental Ca -25, CHRM1 antagonist -25, OXTR agonist -1.2, CHRM1 agonist 0 and TAAR1 ag 7.
`C=CCNC(=S)N1CCN(CCN=CC2=C(O)CC(c3ccc(Cl)cc3)CC2=O)CC1` (stereo not drawn) gave V1aR counter 3.8, M1 PAM -4, TAAR1 antagonist -10, OXTR potentiator -14, CHO parental Ca -7, CHRM1 antagonist -6, OXTR agonist 2.1, CHRM1 agonist -6 and TAAR1 ag 1.
COc1ccc2[nH]cc(CCNS(=O)(=O)c3ccc(F)cc3)c2c1 was read as V1aR counter 4.0, M1 PAM 3, TAAR1 antagonist 15, OXTR potentiator 0, CHO parental Ca -7, CHRM1 antagonist 0, OXTR agonist 3.5, CHRM1 agonist -1 and TAAR1 ag 1.
Screening COc1ccccc1N1CCN(C(=O)/C=C/c2ccc3c(c2)OCO3)CC1 returned V1aR counter 4.7, M1 PAM 4, TAAR1 antagonist -10, OXTR potentiator -4, CHO parental Ca -20, CHRM1 antagonist 1, OXTR agonist 3.1, CHRM1 agonist -4 and TAAR1 ag 5.
`O=C(Nc1ccc(Cl)c(C(F)(F)F)c1)C1Cc2c(-c3ccccc3Oc3ccccc3)ccnc2O1` (stereo not drawn) gave M1 PAM 7, TAAR1 antagonist -25, CHRM1 antagonist -10, CHRM1 agonist -1 and TAAR1 ag 1.
CC(C)=NN1C(=O)c2ccccc2NC1(C)C was read as V1aR counter 1.9, M1 PAM 8, TAAR1 antagonist -20, OXTR potentiator -4, CHO parental Ca 2, CHRM1 antagonist -14, OXTR agonist 0.5, CHRM1 agonist -3 and TAAR1 ag 0.
Screening C=CCNC(=S)Nc1ccccc1-c1nnc2n1CCCCC2 returned V1aR counter 0.1, M1 PAM -15, TAAR1 antagonist -6, OXTR potentiator -9, CHO parental Ca 11, CHRM1 antagonist 16, OXTR agonist 1.7, CHRM1 agonist -12 and TAAR1 ag -2.
CCN(CC(=O)Nc1cc(Cl)ccc1C)C(=O)C1CCN(c2ncnc3sc(C)c(C)c23)CC1 was read as M1 PAM -19, TAAR1 antagonist 83*, CHRM1 antagonist 37*, CHRM1 agonist -2 and TAAR1 ag 14.
`CCOc1cc2c(C)cc(=O)oc2cc1Cl` gave V1aR counter 0.1, M1 PAM 6, TAAR1 antagonist -11, OXTR potentiator 4, CHO parental Ca -6, CHRM1 antagonist -27, OXTR agonist -1.6, CHRM1 agonist -3 and TAAR1 ag 11.
`O=C(COC(=O)C1Cc2ccccc2CN1C(=O)c1ccccc1Cl)Nc1ccc(N2CCOCC2)cc1` (stereo not drawn) gave V1aR counter 0.2, M1 PAM -3, TAAR1 antagonist 6, OXTR potentiator -6, CHO parental Ca 3, CHRM1 antagonist 8, OXTR agonist -0.3, CHRM1 agonist -9 and TAAR1 ag 2.
For Oc1ccc2ccccc2c1C=Nc1ccccc1 the results were V1aR counter 1.2, M1 PAM 12, TAAR1 antagonist 0, OXTR potentiator -5, CHO parental Ca -1, CHRM1 antagonist -3, OXTR agonist -0.5, CHRM1 agonist -3 and TAAR1 ag 4.
Screening O=C(CCCC(=O)N(CC(=O)NC1CCCC1)Cc1ccccc1)Nc1ccccn1 returned V1aR counter 0.5, M1 PAM 2, TAAR1 antagonist 8, OXTR potentiator 5, CHO parental Ca -28, CHRM1 antagonist -1, OXTR agonist -1.1, CHRM1 agonist -4 and TAAR1 ag 5.
For Cc1oc2c(C)c3oc(=O)c(CCC(=O)N4CCC(C(=O)NCCC(=O)O)(c5ccccc5)CC4)c(C)c3cc2c1C the results were V1aR counter -0.4, M1 PAM 2, TAAR1 antagonist -1, OXTR potentiator 3, CHO parental Ca -13, CHRM1 antagonist -1, OXTR agonist -0.6, CHRM1 agonist -2 and TAAR1 ag 2.
Screening O=S(=O)(NC1c2cccc3cccc(c23)C1N1CCNCC1)c1ccc(Cl)cc1 (stereo not drawn) returned V1aR counter -0.4, M1 PAM -2, TAAR1 antagonist 9, OXTR potentiator -8, CHO parental Ca -21, CHRM1 antagonist 4, OXTR agonist 1.0, CHRM1 agonist -10 and TAAR1 ag 3.
`CN(CC(=O)N1CCN(Cc2ccccc2)CC1)S(=O)(=O)c1ccc(Br)cc1` gave V1aR counter 11, M1 PAM -3, TAAR1 antagonist -6, OXTR potentiator -5, CHO parental Ca -2, CHRM1 antagonist 4, OXTR agonist 6.6, CHRM1 agonist -1 and TAAR1 ag 0.
For O=C(CC(c1ccco1)C1CCCCC1=O)c1ccccc1 (stereo not drawn) the results were V1aR counter -1.5, M1 PAM 5, TAAR1 antagonist -5, OXTR potentiator 5, CHO parental Ca -12, CHRM1 antagonist -11, OXTR agonist -2.1, CHRM1 agonist -9 and TAAR1 ag 21.
For O=C(CCn1cccc1)Nc1ccc(OC(F)(F)F)cc1 the results were V1aR counter -0.8, M1 PAM 2, TAAR1 antagonist 9, OXTR potentiator -5, CHO parental Ca 1, CHRM1 antagonist 6, OXTR agonist -1.0, CHRM1 agonist -4 and TAAR1 ag 1.
Screening COC(=O)c1cccc(NC(=O)CSc2nc(O)c(-c3ccccc3)c(=O)[nH]2)c1 returned V1aR counter 0.1, M1 PAM 11, TAAR1 antagonist -9, OXTR potentiator -11, CHO parental Ca 3, CHRM1 antagonist 0, OXTR agonist -1.2, CHRM1 agonist 0 and TAAR1 ag 2.
O=C(OCc1ccccc1)N1CCC2CC1c1ccc(/C=C/CCCCl)cc12 (stereo not drawn) was read as M1 PAM 2, TAAR1 antagonist -17, CHRM1 antagonist 9, CHRM1 agonist 3 and TAAR1 ag 7.
